Compound activity from PubChem.
mcGAS MS inh – mouse cGAS inhibition by mass spec. hit rate 0.18% among 130,000. inhibition, % at 12.5 µM. AID 1259397. recombinant mouse cGAS, cGAMP by RapidFire MS. Q8C6L5;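 active = inhibition of cGAS enzyme activity at or above 60%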;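 also: enzyme stimulated by 45 bp dsDNA with ATP and GTP substrates; cGAMP share of summed cGAMP plus half ATP and half GTP signals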
Target sequence (Q8C6L5 whole entry, looked up): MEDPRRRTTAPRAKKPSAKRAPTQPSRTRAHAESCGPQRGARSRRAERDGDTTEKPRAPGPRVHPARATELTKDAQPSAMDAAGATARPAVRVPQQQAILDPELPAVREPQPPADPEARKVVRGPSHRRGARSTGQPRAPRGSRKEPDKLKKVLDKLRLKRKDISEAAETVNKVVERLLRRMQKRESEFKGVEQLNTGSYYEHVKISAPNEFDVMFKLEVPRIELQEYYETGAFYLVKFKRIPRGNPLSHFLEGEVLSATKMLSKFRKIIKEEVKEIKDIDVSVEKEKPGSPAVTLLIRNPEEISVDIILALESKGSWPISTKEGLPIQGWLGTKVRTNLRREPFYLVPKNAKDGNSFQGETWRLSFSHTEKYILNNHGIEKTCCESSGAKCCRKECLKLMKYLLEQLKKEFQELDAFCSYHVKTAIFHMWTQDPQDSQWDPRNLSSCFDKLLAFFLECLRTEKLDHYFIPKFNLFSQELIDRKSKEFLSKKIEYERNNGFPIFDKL
Starred values were filed as active, the others as inactive; & = joins results of further samples.

`Cn1c(=O)c2c(nc3n2CC(C(C)(C)C)=NN3Cc2ccccc2F)n(C)c1=O` gave mcGAS MS inh 0.
`CCCCCCCn1c(CN2CC(C)OC(C)C2)nc2c1c(=O)n(C)c(=O)n2C` (stereo unspecified) gave mcGAS MS inh -1.
Cc1cc(Nc2ccc3c(n2)C(=O)N(CC(=O)NCC2CCOCC2)C3)n(C)n1 was read as mcGAS MS inh 6.
COC(=O)C1CC(O)C(N2CCCC2c2cccc(N(C)C)c2)C1 (stereo unspecified) was read as mcGAS MS inh -9.
`Cc1cccc(-c2n[nH]c(=S)n2-c2ccc(Cl)c(Cl)c2)c1` gave mcGAS MS inh -3.
For O=C(CCNC(=O)c1ccco1)Nc1nc(-c2ccco2)c(-c2ccco2)s1 the results were mcGAS MS inh -1.
Screening CC1=C(C(=O)OC(C)C)C(c2cccc([N+](=O)[O-])c2)C2=C(CCCC2=O)N1 (stereo unspecified) returned mcGAS MS inh 1.
CC(=O)c1c(-c2ccc(F)c(F)c2)c2cc(F)ccc2[nH]c1=O was read as mcGAS MS inh -7.
For Cc1ccn(CC(=O)N2CCCC(CCc3c(F)cccc3F)C2)n1 (stereo unspecified) the results were mcGAS MS inh -5.
CN1OC(C)(CC(=O)NCc2nccs2)N=C1c1ccccc1Cl (stereo unspecified) was read as mcGAS MS inh -4.

Compounds from the list above containing a Cl atom, in the order listed:
`Cc1cccc(-c2n[nH]c(=S)n2-c2ccc(Cl)c(Cl)c2)c1` gave mcGAS MS inh -3.
CN1OC(C)(CC(=O)NCc2nccs2)N=C1c1ccccc1Cl (stereo unspecified) was read as mcGAS MS inh -4.

More records follow:
For Cc1ccc(-c2nc(NC3CC3)sc2C)cc1C the results were mcGAS MS inh -1.
Screening CN(C)C(CNS(=O)(=O)c1ccc(F)cc1F)c1cccn1C (stereo unspecified) returned mcGAS MS inh -1.
CC(C)C(=O)NC1CCN(Cc2ccc(Cl)cc2)CC1 was read as mcGAS MS inh -9.
CCN(C)C(C(=O)NCc1n[nH]c(=S)n1C1CC1)c1ccccc1 (stereo unspecified) was read as mcGAS MS inh -35.
Screening CC1(NC(=O)CN(CCc2cccs2)Cc2cccs2)CCS(=O)(=O)C1 (stereo unspecified) returned mcGAS MS inh -5.
For CCC(c1cccnc1)N(C)C(=O)Cc1ccc(F)c(F)c1F (stereo unspecified) the results were mcGAS MS inh -9.
`CCc1ccc(C(C)NC(=O)CN2C(=O)NC3(CCCCC3)C2=O)cc1` (stereo unspecified) gave mcGAS MS inh -5.
Screening O=C(CCCc1nc2ccccc2s1)N1CC2C3CCC(C3)C21 (stereo unspecified) returned mcGAS MS inh 0.
For O=C1c2ccccc2S(=O)(=O)N1Cc1nc(C23CC4CC(CC(C4)C2)C3)cs1 the results were mcGAS MS inh 0.
For CCOc1ccc(-n2c(C)cn3c4c(=O)n(CC(C)=O)c(=O)n(C)c4nc23)cc1 the results were mcGAS MS inh 1.
`CC[N+]1(CC(O)COC2CC(C)CC(C)(C)C2)CCOCC1` (stereo unspecified) gave mcGAS MS inh -5.
`CC1(C(=O)NC2CCN(Cc3ccccc3)CC2)CCN1Cc1ccccc1Cl` (stereo unspecified) gave mcGAS MS inh -9.
Screening Cc1ccc(CN(C(=O)CCCN2CCCC2=O)C2CCCC2)s1 returned mcGAS MS inh -11.
CCCCCCCCn1c(SCC(C)=O)nc2c1c(=O)[nH]c(=O)n2C was read as mcGAS MS inh -4.
`CC/C=C/C(=O)N1CCN(C(C#N)C(C)C)CC1` (stereo unspecified) gave mcGAS MS inh -2.
COc1cccc(C(=O)Oc2cccc(/C=C3/C(=N)N4C=CSC4=NC3=O)c2)c1 was read as mcGAS MS inh -3.
For CC(=O)Oc1ccc(C)cc1-n1nc2ccccc2n1 the results were mcGAS MS inh 5.
`Cc1ccc(S(=O)(=O)NC(=O)c2cnc(C)s2)cc1` gave mcGAS MS inh 0.
Cc1cccc(-n2cc(CNC(=O)C3CC(=O)N(CC(C)C)C3)cn2)c1 (stereo unspecified) was read as mcGAS MS inh -20.
c1ccc(C2NC3c4ccccc4OCC3C2c2ccccc2)cc1 (stereo unspecified) was read as mcGAS MS inh -30.
N#Cc1cccc(NC(=O)N2CCCCC2Cc2ccccc2)c1 (stereo unspecified) was read as mcGAS MS inh -11.
CCCN(CC(=O)N1CCCC1)CC(F)(F)F was read as mcGAS MS inh -5.
Screening c1cc2c(-c3ccc(CN4CCOCC4)cn3)cc(NC3CCCC3)nc2[nH]1 returned mcGAS MS inh -12.
`COc1ccc(CCn2c(SCCO)nc3c2c(=O)n(C)c(=O)n3C)cc1` gave mcGAS MS inh -9.
CCC(n1nc(C)cc1C)n1nc(C)cc1C was read as mcGAS MS inh -15.
Screening CC1(Cc2ccccc2OC(F)(F)F)C(=O)Nc2cc(Cl)ccc21 (stereo unspecified) returned mcGAS MS inh -4.
For O=C(Nc1ccc(N2CCCN(C(=O)C3CC3)CC2)cc1)c1cncc(Br)c1 the results were mcGAS MS inh -4.
Screening O=C(O)C1CCCN1S(=O)(=O)c1cccs1 (stereo unspecified) returned mcGAS MS inh 0.
For CN1CCCC(CN2CCN(Cc3cc4n(n3)CCCNC4)CC2)C1 (stereo unspecified) the results were mcGAS MS inh 0.
`Cc1ccsc1CN(C)C(=O)CSC(C)C` gave mcGAS MS inh -15.
For CCn1c(=O)n(CC(=O)Nc2ccc3c(c2)CCC3)c2ccccc21 the results were mcGAS MS inh 0.
COc1cccc(-n2cc(CN(C)C(=O)Nc3nc(C)ns3)cn2)c1 was read as mcGAS MS inh -10.
`COc1ccccc1CN1CCCC(CN(CCN(C)C)C(=O)c2ccccn2)C1` (stereo unspecified) gave mcGAS MS inh -7.
Screening COC(=O)CSc1nc(-c2ccc(Br)cc2)cc(-c2cccs2)c1C#N returned mcGAS MS inh -7.
`Cc1ccc(F)c(NC(=O)CN(C)CCC(O)c2ccccc2)c1` (stereo unspecified) gave mcGAS MS inh -8.
For CC(C)CCn1c(=N)c(C#N)cc2c(=O)n3ccccc3nc21 the results were mcGAS MS inh 1.
CCCc1cc(=O)n2cccc(O)c2n1 was read as mcGAS MS inh 2.
Screening C=CCOC(=O)C1C(C)=Nc2nc(SCCCC)[nH]c(=O)c2C1c1ccccc1 (stereo unspecified) returned mcGAS MS inh 0.
For COc1ccc(C(=O)Cn2cnc3c(nnn3C)c2=O)cc1 the results were mcGAS MS inh -3.
For CC1CC(=O)Nc2ccccc2N1C(=O)CSc1nnc(N2CCCCC2)n1C1CC1 (stereo unspecified) the results were mcGAS MS inh 1.
`CN1C(C)(C)CC(Nc2nc(-c3ccccn3)nc3c2CCNC3)CC1(C)C` gave mcGAS MS inh -17.
For O=C(Nc1ccc(CC(=O)N2CCc3ccccc32)cc1)N1CCCC1 the results were mcGAS MS inh -12.
`NCc1cc(-c2ccc(F)cc2F)on1` gave mcGAS MS inh -1.
`Cc1ccc(NC(=O)CCc2ncc(-c3ccccc3F)o2)c(C)c1` gave mcGAS MS inh -1.
CC(=O)Nc1sc2c(c1C(N)=O)CCCCC2 was read as mcGAS MS inh -5.
Screening Nc1nc(Nc2ccc(Oc3ccccc3)cc2)ncc1[N+](=O)[O-] returned mcGAS MS inh -6.
For CCCCN(Cc1ccccc1)Cc1nc(Cc2cccc(F)c2)no1 the results were mcGAS MS inh -7.
Screening CCc1noc(CN(C)C(=O)Nc2ccc(N(C)C)c(Cl)c2)n1 returned mcGAS MS inh -14.
Cc1cccc(NS(=O)(=O)c2cc(N)ccc2C)c1 was read as mcGAS MS inh 1.
Screening O=C1NCCN(CC(c2ccccc2)c2ccccc2)C1CC(=O)N1CCCCO1 (stereo unspecified) returned mcGAS MS inh -7.

Four entries out of the list, arranged by SMILES length, lowest first:
`NCc1cc(-c2ccc(F)cc2F)on1` gave mcGAS MS inh -1.
Cc1cccc(NS(=O)(=O)c2cc(N)ccc2C)c1 was read as mcGAS MS inh 1.
For CCCCN(Cc1ccccc1)Cc1nc(Cc2cccc(F)c2)no1 the results were mcGAS MS inh -7.
Screening CCc1noc(CN(C)C(=O)Nc2ccc(N(C)C)c(Cl)c2)n1 returned mcGAS MS inh -14.

Returning to the listing, starting 7 compounds before the break.
`Cc1ccc(NC(=O)CCc2ncc(-c3ccccc3F)o2)c(C)c1` gave mcGAS MS inh -1.
CC(=O)Nc1sc2c(c1C(N)=O)CCCCC2 was read as mcGAS MS inh -5.
Screening Nc1nc(Nc2ccc(Oc3ccccc3)cc2)ncc1[N+](=O)[O-] returned mcGAS MS inh -6.
For CCCCN(Cc1ccccc1)Cc1nc(Cc2cccc(F)c2)no1 the results were mcGAS MS inh -7.
Screening CCc1noc(CN(C)C(=O)Nc2ccc(N(C)C)c(Cl)c2)n1 returned mcGAS MS inh -14.
Cc1cccc(NS(=O)(=O)c2cc(N)ccc2C)c1 was read as mcGAS MS inh 1.
Screening O=C1NCCN(CC(c2ccccc2)c2ccccc2)C1CC(=O)N1CCCCO1 (stereo unspecified) returned mcGAS MS inh -7.
`O=C(Cc1cc(Cl)ccc1Cl)NCc1nccs1` gave mcGAS MS inh -5.
Screening Cc1cc(F)ccc1NC(=O)CCC1CCCN(C(=O)Cc2ccsc2)C1 (stereo unspecified) returned mcGAS MS inh -8.
`C#Cc1cccc(N(CC(=O)NC)C(=O)CCCn2ccnc2C)c1` gave mcGAS MS inh -1.
For O=C1C(Nc2ccc(Br)cc2)=C(N2CCCCC2)C(=O)c2ccccc21 the results were mcGAS MS inh 1.
`FC(F)(F)c1cc(-c2cccs2)nc(-n2cc(Cl)cn2)n1` gave mcGAS MS inh -7.
`CN1c2ccccc2C(=O)NC1c1csc(-c2ccc(C(F)(F)F)cc2)n1` (stereo unspecified) gave mcGAS MS inh -15.
For CN1CCCc2cc(C(CN)N3CCCCC3)ccc21 (stereo unspecified) the results were mcGAS MS inh -28.
Screening CCO[C@H]1COC[C@@H]1NC(=O)Cn1cc(Cl)c(C)n1 returned mcGAS MS inh 6.
`CC(=O)N1CCCN(c2nnc(C)c3c(C)n(-c4ccccc4)nc23)CC1` gave mcGAS MS inh -1.
For c1ccc2oc(CN3CCC(c4nc5ccccc5s4)CC3)nc2c1 the results were mcGAS MS inh -3.
O=C(O)C1Sc2c(sc(=O)n2-c2ccccc2)C2c3ccccc3OC(=O)C12 (stereo unspecified) was read as mcGAS MS inh 22.
`O=c1[nH]c2nc3ccccc3n2c(O)c1Cc1ccccc1` gave mcGAS MS inh 0.
Screening COCOc1cccc(CN2CCC2(C)C(=O)Nc2ccccc2Br)c1 (stereo unspecified) returned mcGAS MS inh -10.
`C=CCNC(=O)NC(=O)COC(=O)C=CC=CC` gave mcGAS MS inh -2.
Screening COc1ccc(CC2CN(Cc3cccc(C(C)=O)c3)CCO2)cc1 (stereo unspecified) returned mcGAS MS inh -7.
Screening CCc1nncn1CCNC(=O)N1CCCC(C)CC1 (stereo unspecified) returned mcGAS MS inh -12.
Screening O=C(COc1ccccc1)Nc1nnc(Cc2ccc(Cl)s2)o1 returned mcGAS MS inh 2.
`COCc1cc(N2CCOCC2)n2nccc2n1` gave mcGAS MS inh 11.
For COc1ccc(OC)c(-c2nc(CN3CCCC3c3nonc3C)c(C)o2)c1 (stereo unspecified) the results were mcGAS MS inh -5.
`Cc1c(C(=O)N2CCC2(C)C(=O)O)oc2ccccc12` (stereo unspecified) gave mcGAS MS inh 7.
Screening COc1ccccc1/C=C/C=C1\N=C(c2ccc(C(C)(C)C)cc2)OC1=O returned mcGAS MS inh -6.
COc1c(C2CCCN2C2CC(C)OC2=O)c(C)nn1C (stereo unspecified) was read as mcGAS MS inh -4.
CC(=O)NC1(C(=O)OCc2cn3c(C)cc(C)nc3n2)CCC(C)CC1 (stereo unspecified) was read as mcGAS MS inh -11.
Cc1ccc(C(=O)CSc2nnnn2C)s1 was read as mcGAS MS inh 3.
`COCCNC(=O)Cn1c(CO)c[nH]c1=S` gave mcGAS MS inh -5.
`CN(Cc1ccc(C(N)=O)cc1)Cc1cc(C(C)(C)C)cc(O)c1O` gave mcGAS MS inh 8.
Screening Cc1ccc(P(=Nc2ccccc2Br)(N2CCCC2)N2CCCC2)o1 returned mcGAS MS inh -1&18.
For CSc1ccc(C2SCC(=O)N2c2ccccc2F)cc1 (stereo unspecified) the results were mcGAS MS inh -10.
Screening OCc1ccc(-c2nccn2Cc2cn3c(n2)SCC3)o1 returned mcGAS MS inh -6.
`N#CCN1CCC(CNc2ncc(C#N)cc2Cl)CC1` gave mcGAS MS inh -12.

The final 2 entries of the section above lead into the next:
Screening OCc1ccc(-c2nccn2Cc2cn3c(n2)SCC3)o1 returned mcGAS MS inh -6.
`N#CCN1CCC(CNc2ncc(C#N)cc2Cl)CC1` gave mcGAS MS inh -12.
Screening COc1ccc(C(C)n2ccc3c(cnc4ncnn43)c2=O)cc1 (stereo unspecified) returned mcGAS MS inh -5.
`O=C(NCCc1csc(N2CCCC2)n1)N1CCC2CCCCC21` (stereo unspecified) gave mcGAS MS inh -22.
For CCCCCCCCCCCCCCC(C(=O)O)C(O)(CC(=O)OC)C(=O)O (stereo unspecified) the results were mcGAS MS inh 3.
For O=C(NCCc1ccco1)c1cccc(Cl)c1Cl the results were mcGAS MS inh -21.
Cc1nn(C)c(Cl)c1C1CCCN1C(C)c1nc(C2CC2)no1 (stereo unspecified) was read as mcGAS MS inh 0.
Cc1ccccc1-c1cc2nc(NCCCN(C)C)n(C)c(=O)c2s1 was read as mcGAS MS inh 7.
O=C(NCc1ccccc1CS(=O)(=O)N1CCOCC1)c1ccc(F)cc1F was read as mcGAS MS inh 7.
CN1CCN(C(CNC(=O)c2ccc(-c3ccccc3)cc2)c2ccc3c(c2)CCN3C)CC1 (stereo unspecified) was read as mcGAS MS inh -5.
`NC(=O)c1ccc(C(F)(F)F)n(CC(=O)N2CCCC2c2cccs2)c1=O` (stereo unspecified) gave mcGAS MS inh -6.

Not all compounds are listed; count on the stated rates, not on these rows.
